P. falciparum M17LAP = P. falciparum M17LAP inhibitors, primary screen, biochemical, fluorogenic H-Leu-NHMec substrate, 1536-well (AID 1619). recombinant M17LAP, H-Leu-NHMec fluorogenic kinetic assay; higher % means a stronger effect. one-dose inhibition, % at 30 µM; IC50 in µM for titrated hits. hit rate 0.38% among 220,000;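 active = compound inhibiting the enzyme by more than half at any dose during confirmatory dose-response retesting; inconclusive = strong single-dose inhibitors picked by rank but not retested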;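 note: plate controls were full reaction with DMSO carrier for no effect and no enzyme background for full effect; strong numbers were not always called active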
WT yeast gro inh = growth inhibition of WT yeast, mitochondrial fusion screen. mitochondrial fusion phenotypic screen, WT strain. inhibition, % at 10 µM. hit rate 2.1% among 190,000. AID 1362; in the data active = inhibition above about 58%; tested in S. cerevisiae
Yfh1-off respiration = enhancers of respiration in Yfh1-depleted yeast, dose response, Friedreich's ataxia, plus single-dose screen (AID 1465); S. cerevisiae Yfh1-off respiration, WST-1 reduction, 72 h; higher fold induction means a stronger effect; fold induction at 50 µM; hits with a dose series show EC50 in µM; hit rate 0.074% among 220,000;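 active = fold induction of absorbance versus untreated yeast above a set limit, then at least 30% activation at any dose in follow-up; inconclusive = repeats straddling the limit, or above it without dose testing; inactive = fold induction below the set limit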;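 note: activators that raise dye reduction in frataxin-depleted yeast; strong numbers were not always called active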
human PMI inhibitors = human PMI inhibitors, high substrate, primary screen, biochemical, fluorescence intensity, high mannose 6-phosphate (AID 1220) | inhibition, % at 20 µM, or IC50 in µM where a hit was titrated | recombinant PMI enzyme, coupled fluorescence intensity; higher % means a stronger effect | hit rate 0.66% among 190,000
TNAP activators = stimulation of alkaline phosphatase TNAP activity – biochemical, luminescent, no phosphate acceptor, uHTS, primary screen (AID 1001); hit rate 0.03% among 200,000; purified TNAP, luminescent activation assay, no phosphate acceptor; higher activation fold means a stronger effect; one-dose activation fold at 20 µM; EC50 in µM for titrated hits; in the data active = activation fold from about 3, or a potency from the dose series; inactive = the rest, 99 in 100 with activation fold below about 1.6; note: many of its hits are not listed in these tables
XIAP displacement = small molecules displacing peptide from XIAP – biochemical, IAP family, fluorescence polarization (AID 1018). hit rate 0.007% among 200,000. XIAP BIR domain, fluorescence polarization peptide displacement; higher % means a stronger effect. displacement, % at 20 µM; hits with a dose series show IC50 in µM; in the data active = displacement above about 50%; note: a part of the inactive calls stands beside numbers as strong as those of hits
LYP phosphatase = inhibitors of LYP phosphatase, biochemical, fluorescence intensity, uHTS (AID 1779) | recombinant LYP phosphatase, fluorescence intensity; higher % means a stronger effect | one-dose inhibition, % at 11.5 µM; IC50 in µM for titrated hits | hit rate 0.054% among 290,000;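 note: plate controls were vehicle with enzyme for no effect and no enzyme for full effect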
P. falciparum M1AAP = P. falciparum M1AAP inhibitors, biochemical, fluorogenic H-Leu-NHMec substrate, 1536-well (AID 1445); recombinant M1AAP, H-Leu-NHMec fluorogenic kinetic assay; higher % means a stronger effect; one-dose inhibition, % at 30 µM; IC50 in µM for titrated hits; hit rate 0.42% among 220,000;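 active = primary inhibition above the hit cutoff, then over 50% inhibition at one or more dose response concentrations, cut at about 23% in these data, passing the limit was not always enough; inconclusive = conflicting primary data, or primary hits not chosen for dose response; inactive = low primary inhibition, or under 50% at every dose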;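 note: plate controls were DMSO full reaction for no effect and no enzyme background for full effect; strong numbers were not always called active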
human PMI inhibition = MPI enzyme activity inhibition – biochemical, fluorescence intensity, coupled assay, primary screen (AID 1209); purified PMI enzyme, coupled fluorescence intensity; higher % means a stronger effect; inhibition, % at 20 µM; hits with a dose series show IC50 in µM; hit rate 0.42% among 190,000;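 note: plate controls were DMSO vehicle for no effect and wells lacking substrate for full effect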
WT yeast gro inh mutant strain = further read-out of WT yeast gro inh, marked with its call; inhibition, %; mitochondrial fusion phenotypic screen, mutant strain inhibition
Starred values were filed as active, the others as inactive; i = inactive; u = inconclusive; x = no result given. Cut-off read from the data, not from the text of the source, unless noted: active = inhibition above about 50%; inactive = the rest.

SMILES	P. falciparum M17LAP	WT yeast gro inh	WT yeast gro inh mutant strain	Yfh1-off respiration	human PMI inhibitors	TNAP activators	XIAP displacement	LYP phosphatase	P. falciparum M1AAP	human PMI inhibition
Cc1ccccc1NC(=S)N(CCN1CCCCCC1)Cc1cccs1	-4%	19	22	i	8%	1.1	-5.3%	-3%	1%	3%
CCN(Cc1ccccc1)C(=O)c1ccc(SC)cc1OC	-1%	2	5	i	-3%	1.1	-6.1%	-11%	3%	0%
C/C(=C\c1ccccc1)C(=O)c1c(C)cc(C)[nH]c1=O	14%	1	-25	i	-2%	1	-5.6%	-6%	-7%	-5%
Cc1cc(NC(=O)CCC(=O)N(CC(=O)NC2CCCC2)Cc2ccccc2Cl)no1	0%	-2	2	i	0%	1.1	-23%	-9%	11%	-1%
C#CCOCCOCCOCCNc1nc(N2CCN(C(=O)[C@H]([C@@H](C)CC)n3cc([C@@H](N)CO)nn3)CC2)nc(N2CCN(C(=O)[C@H](CCCCN)n3cc([C@@H](N)C(C)CC)nn3)CC2)n1 (stereo not given in full)	-3%	-10	-5	i	-32%	1	-5.0%	-14%	-1%	-19%
COc1cc(C(=O)Nc2ccc(-c3nnc(-c4ccco4)o3)cc2)cc(OC)c1OC	-5%	13	6	i	3%	1.1	-3.3%	-6%	4%	14%
O=C(/C=C/c1ccc([N+](=O)[O-])cc1)c1cccs1	2%	x	x	i	x	x	x	-6%	5%	x
O=C(N/N=C/c1cccc([N+](=O)[O-])c1)c1ccccc1-n1cccc1	-7%	-3	-8	i	4%	1	-6.2%	4%	5%	2%
COCCCNC(=O)CCc1nc(-c2ccccc2)no1	-8%	13	5	i	1%	1.1	-3.4%	1%	1%	8%
COC(=O)CNC(c1ccccc1)c1cc(Br)ccc1NC(C)=O (stereo not given)	-16%	-3	-3	i	-9%	1.1	-3.8%	-10%	4%	-5%
CCOC(=O)c1cccc(NC(=O)C2CCCN2S(=O)(=O)c2cccc3cccnc23)c1 (stereo not given)	-1%	8	9	i	4%	1	-23%	1%	17%	0%
CCOC(=O)c1cc2ccc(OC)c(OC)c2c(=O)s1	-4%	-7	-19	i	0%	1.1	-4.2%	-6%	-6%	1%
Cc1cccc(C(CC(=O)O)n2cccc2)c1 (stereo not given)	4%	-14	-11	i	12%	1.1	-8.6%	-6%	11%	10%
CCN(CC)c1ccc(NC(=O)Nc2ccccc2C(F)(F)F)cc1	7%	63*	0.2*	i	46%	1.1	-3.8%	-8%	5%	21%
CCCN(CC1CC1)C(=S)Nc1ccccc1F	-9%	-1	-12	i	-2%	1.1	-14%	-5%	0%	5%
CCN1C=C(C(=O)OC)C(c2cccc(OC)c2OC)C(C(=O)OC)=C1	-20%	-8	5	i	-9%	1.2	-6.5%	-14%	20%	-9%
COc1ccc(NC(=S)NC2CC3CCCC(C2)N3C2CC2)cc1 (stereo not given)	-4%	-7	16	i	11%	1.1	-7.4%	-8%	6%	12%
O=C(CSc1nnc(SCc2ccc(Cl)cc2)s1)N/N=C/c1ccccc1Cl	3%	3	-5	x	3%	1.1	-1.8%	2%	3%	10%
COc1ccc2[nH]cc(CCN3C(=O)CCC3=O)c2c1	-2%	7	11	i	-3%	1.2	-2.8%	0%	5%	-5%
Clc1ncc2[nH]cnc2n1	0%	5	11	i	12%	1.1	-5.4%	-7%	2%	-1%
Cc1cc2c3c(c1C)C1(C(=O)N3C(C)(C)CC2C)C(C#N)=C(N)OC2=C1C(=O)CC(C)(C)C2 (stereo not given)	-1%	6	-15	i	-10%	1.1	-7.8%	-11%	4%	-2%
COc1ccc(NC(=S)N(CCN(C)C)C(C)c2ccncc2)cc1Cl (stereo not given)	12%	x	x	i	x	x	x	-7%	7%	x
COc1ccc(/C=C/C(=O)OCC(=O)NCc2cccs2)cc1OC	4%	-19	3	i	-3%	1.2	-2.5%	14%	-1%	3%
CCCc1ccc(Oc2cc(Cl)nc(N)n2)cc1	4%	-7	12	i	-1%	1.2	-3.6%	-4%	11%	10%
Cc1ccc(S(=O)(=O)NN=C2CCN(Cc3ccccc3)CC2)cc1	0%	-19	-39	i	-5%	1.1	2.0%	-2%	4%	-13%
COCCNS(=O)(=O)c1ccc(C)c(C)c1C	2%	7	5	i	-14%	1	-6.7%	3%	2%	-17%
CCCc1cc(C(F)(F)F)c(C#N)c(=O)[nH]1	-87%	-24	-10	i	-1%	1.1	-5.4%	-10%	11%	2%
COc1ccc(-n2c(SCC(=O)N3CCOCC3)nnc2C(C)N2CCCCC2)cc1 (stereo not given)	7%	x	x	i	x	x	x	-7%	4%	x
COc1ccc(-c2csc(NC(=O)COC(=O)c3ccco3)n2)cc1	1%	-7	0	i	-17%	0.9	-8.2%	-6%	0%	-14%
Cc1cc(C)nc(NC(=O)c2c(-c3ccccc3Cl)noc2C)n1	1%	9	5	i	18%	1.1	-6.0%	0%	2%	12%

Compound profiles (already shown).
Record of `CCN1C=C(C(=O)OC)C(c2cccc(OC)c2OC)C(C(=O)OC)=C1` → P. falciparum M17LAP: -20%; WT yeast gro inh: -8; WT yeast gro inh mutant strain: 5; Yfh1-off respiration: i; human PMI inhibitors: -9%; TNAP activators: 1.2; XIAP displacement: -6.5%; LYP phosphatase: -14%; P. falciparum M1AAP: 20%; human PMI inhibition: -9%
Record of `CCCc1cc(C(F)(F)F)c(C#N)c(=O)[nH]1` → P. falciparum M17LAP: -87%; WT yeast gro inh: -24; WT yeast gro inh mutant strain: -10; Yfh1-off respiration: i; human PMI inhibitors: -1%; TNAP activators: 1.1; XIAP displacement: -5.4%; LYP phosphatase: -10%; P. falciparum M1AAP: 11%; human PMI inhibition: 2%

Next section
SMILES	P. falciparum M17LAP	WT yeast gro inh	WT yeast gro inh mutant strain	Yfh1-off respiration	human PMI inhibitors	TNAP activators	XIAP displacement	LYP phosphatase	P. falciparum M1AAP	human PMI inhibition
NC(N)=NNC(=O)c1ccccc1Cl	-12%	-20	-17	i	12%	0.5	-1.5%	-9%	3%	7%
CCNC(=S)N(CCc1ccccc1C)Cc1cc2cc(OC)c(OC)cc2[nH]c1=O	4%	-15	20	i	14%	0.8	-4.4%	4%	18%	15%
O=C(CSc1nc2ccccc2s1)N1CCN(C(=O)c2ccco2)CC1	9%	-15	5	i	-38%	1.1	-14%	3%	2%	-18%
CC1(C)CC(=O)c2sc(NC(=O)CCS(=O)(=O)c3ccccc3)nc2C1	2%	-17	-4	i	3%	1	-8.7%	1%	2%	9%
COC(=O)c1oc2ccc(Br)cc2c1NC(=O)CCCN1C(=O)c2ccccc2C1=O	-6%	14	1	i	18%	1	-1.5%	0%	1%	14%
COc1ccc(CCNC(=O)Cn2cnc3c(nnn3Cc3ccc(C)cc3)c2=O)cc1OC	-10%	0	15	i	11%	1.1	-3.8%	-4%	1%	5%
O=C(NCC1CCN(Cc2ccccc2Cl)CC1)Nc1cccc(Cl)c1	2%	-9	26	i	9%	1.4	-4.0%	-3%	7%	0%
Cn1nc(-c2ccc(N3CCCCC3)c(NC(=O)c3ccco3)c2)c2ccccc2c1=O	-9%	40	-13	i	16%	1.1	-6.4%	9%	2%	10%
O=Cc1ccc(-c2nc3ccccc3s2)o1	-9%	-4	-9	i	7%	1.1	-4.6%	-5%	28%	11%
CC12CCC(C(=O)N(Cc3ccccc3)Cc3ccccc3)(OC1=O)C2(C)C (stereo not given)	2%	79*	53*	i	-8%	1	-3.2%	0%	-1%	-12%
N/C(CSc1nc(-c2ccccc2)c(-c2ccccc2)o1)=N\O	7.6µM*	51	38	i	7%	1.1	-4.2%	-3%	10%	6%
COc1cc(CCCN2C(=O)C(=O)NC[C@@H]2C(C)O)cc(OC)c1OC (stereo not given in full)	8%	x	x	i	x	x	x	-15%	-1%	x
CC(C(=O)NCCS(=O)(=O)c1ccc(Cl)cc1)S(=O)(=O)c1ccccc1 (stereo not given)	-5%	-11	4	i	-3%	1.1	5.1%	-1%	0%	-4%
CC(C)CN1C(=O)/C(=C(/C#N)C(=O)NC2CCCCC2)c2ccccc21	-1%	34	20	i	20%	1	-5.4%	-3%	7%	16%
CCCC[n+]1c(C)sc2ccc(C)cc21	x	5	-9	i	8%	0.6	-5.1%	-11%	x	62%*
O=C(CN1CCN(c2ccccn2)CC1)NCc1cccs1	-1%	5	-26	i	-13%	1.1	-5.4%	4%	12%	6%
CCOC(=O)/C(C#N)=C/c1cc2cc(C)c(C)cc2nc1Cl	6%	x	x	i	x	x	x	4%	7%	x
CC(C)N1C(=O)C2C(c3ccccc3O)NC(C)(C(=O)O)C2C1=O (stereo not given)	7%	0	-7	i	-10%	1.2	-7.2%	6%	5%	2%
O=C(OCCN(C1=NS(=O)(=O)c2ccccc21)c1ccccc1Cl)c1ccc(Cl)cc1	2%	14	2	i	19%	1.1	-5.0%	0%	3%	13%
COc1ccc2c(=O)c(-c3ccccc3)c(C)oc2c1	-5%	-17	-4	i	-2%	1	-2.6%	-9%	-8%	-6%
CC(C)(C)c1ccc(N=C2SCC(=O)N2Cc2cccs2)cc1	4%	x	x	i	x	x	x	0%	3%	x
c1coc(CNCc2cccs2)c1	-4%	-7	-2	i	-2%	1.1	-4.8%	-6%	-2%	-4%
CC(=O)NNc1ccc(C(F)(F)F)cc1[N+](=O)[O-]	10%	-11	-11	i	-8%	1	-11%	-7%	-2%	-3%
N#Cc1ccccc1NC(=O)Nc1cccs1	6%	13	-11	i	-14%	1.1	-3.4%	0%	4%	-10%
O=C(c1cnccn1)N1CCc2c([nH]c3ccccc23)C1c1cccc(Cl)c1 (stereo not given)	0%	61*	36*	i	10%	1	-3.8%	-3%	-2%	16%
CC1(C)Cc2[nH]c(=S)c(C#N)cc2CO1	-1%	-6	3	i	-53%	1.1	1.7%	-10%	1%	-36%
O=C(O)c1ccccc1-c1ccccc1C(=O)Nc1ccc2c(c1)[nH]c(=O)c1ccccc12	39µM*	x	x	i	x	x	x	18%	u	x
COC(=O)c1cc(NC(=O)C23CCC(C)(C(=O)O2)C3(C)C)cc(C(=O)OC)c1 (stereo not given)	-5%	5	15	i	13%	1.1	-1.2%	1%	-1%	15%
Cc1cccc2cc(/C=N/NC(=O)c3ccncc3)c(Cl)nc12	7%	x	x	i	x	x	x	-6%	-1%	x
Clc1ccc(-c2nnc3n2-c2ccccc2SC3)cc1	2%	x	x	i	x	x	x	-8%	2%	x
Cn1c(=O)n(C)c2cc(S(=O)(=O)Nc3cc(Cl)ccc3O)ccc21	16%	43	-3	i	13%	1	-7.1%	-5%	3%	10%
COc1ccc(N2CCN(C(c3ccccc3OC)c3nnnn3Cc3ccco3)CC2)cc1 (stereo not given)	-1%	27	-2	i	20%	1	-3.3%	6%	7%	22%
Cn1c(Cc2cccc3ccccc23)nnc1SCc1ccc([N+](=O)[O-])cc1	18%	5	-5	i	2%	1.7	-0.8%	0%	15%	5%
O=C(/C=C/c1ccc(Cl)cc1)NCCc1ccccc1	6%	5	9	i	6%	1.1	-6.1%	-3%	-4%	7%

Assay outcomes deposited in PubChem by several laboratories.
